Source: PubChem BioAssay (Sanford-Burnham Center for Chemical Genomics)
tim23-1 inh: growth inhibitors of tim23-1 mutant yeast, primary screen, luminescence, uHTS; hit rate 1.3% among 330,000; inhibition, % at 20 µM; AID 463212, 2010; S. cerevisiae tim23-1 growth, BacTiter-Glo luminescence, 24 h;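 active means growth inhibition of the mutant yeast at or above 50%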;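 further: temperature-sensitive mutant grown at 25 °C; plate controls were DMSO-treated mutant yeast for no effect and medium wells lacking yeast for full effect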
XBP1 UPR activ: activators of adaptive XBP1 UPR arm, primary screen, cell-based, CHO-XBP1 luciferase reporter, luminescence, uHTS | IRE1-XBP1 UPR activation; percent of tunicamycin response, DMSO as zero | activation, % at 20 µM | hit rate 0.33% among 330,000 | AID 463104, 2010;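 active means versus positive control, 20 µM dose yields 30% or more activation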;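 further: 100% = tunicamycin at 10 µg/mL and 0% = DMSO only wells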
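incubation = overnight seeding at 37 °C, 6 h compound treatment at 37 °C | assay system = CHO-XBP1 cells stably carrying IRE1-XBP1-driven luciferase reporter | input = 1000 cells per well | detection = luciferase luminescence | dosing = single point, 20 µM final compound, 1% DMSO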
CXCR6 block: CXCR6 receptor inhibitors, primary screen, cell-based, beta-arrestin, luminescence, CHO-K1 PathHunter, 1536-well. inhibition, % at 20 µM. hit rate 0.36% among 360,000. AID 602244, 2012; in the data active means inhibition above about 34%, passing the limit was not always enough;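 further: antagonist mode with CXCL16 agonist at 10 nM final; 0% = 10 nM CXCL16 with DMSO and 100% = unstimulated wells without agonist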
Target sequence (O00574 whole entry, looked up): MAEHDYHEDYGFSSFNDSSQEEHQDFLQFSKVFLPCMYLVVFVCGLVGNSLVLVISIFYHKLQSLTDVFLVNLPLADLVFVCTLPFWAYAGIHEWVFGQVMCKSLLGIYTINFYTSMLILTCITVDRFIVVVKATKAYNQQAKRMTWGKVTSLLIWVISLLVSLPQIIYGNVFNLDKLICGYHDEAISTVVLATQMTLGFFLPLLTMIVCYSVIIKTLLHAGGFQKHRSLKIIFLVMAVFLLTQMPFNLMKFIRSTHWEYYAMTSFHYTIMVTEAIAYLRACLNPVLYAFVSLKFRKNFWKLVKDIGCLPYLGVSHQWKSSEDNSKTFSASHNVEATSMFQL
CHOP UPR activ: activators of apoptotic CHOP UPR arm, primary screen, cell-based, CHO-CHOP luciferase reporter, luminescence, uHTS. UPR activation; percent of tunicamycin response over DMSO baseline. activation, % at 10 µM. hit rate 0.34% among 330,000;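 active means at 10 µM dose, activation of 40% or more, normalized to positive control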;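 further: 100% = tunicamycin at 10 µg/mL and 0% = DMSO alone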
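Test system: CHO CHOP reporter cells. Input: 500 CHO-CHOP cells per well. Medium: F12 with 10% FBS. Technique: luciferase luminescence. Measure: percent activation relative to tunicamycin control. Dosing: 10 µM compound, 0.5% DMSO. Timing: 16-18 h cell attachment, then 6 h compound exposure, 37 °C.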
tim10-1 inh: growth inhibitors of tim10-1 mutant yeast, primary screen, luminescence, uHTS; inhibition, % at 20 µM; hit rate 2.2% among 330,000; S. cerevisiae tim10-1 ts strain growth, BacTiter-Glo, 24 h; AID 463190, 2010;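 active means inhibition of at least 40%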;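 further: mutant grown at 25 °C; 0% = DMSO wells with yeast and 100% = wells holding no yeast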
TIM10 inh: growth inhibitors of isogenic TIM10 control yeast, primary screen, counter-screen for tim10-1 yeast inhibitor project, luminescence, uHTS. S. cerevisiae TIM10 strain growth, BacTiter-Glo luminescence, 24 h. inhibition, % at 10 µM. hit rate 1.4% among 330,000. AID 463195, 2010;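 active means inhibition of 40% or more at the single tested concentration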;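 further: wild-type TIM10 isogenic control strain grown at permissive 25 °C; 0% = DMSO yeast wells and 100% = minimal medium wells without yeast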
APJ antag: antagonists of human apelin receptor APJ, primary screen, CHO-K1 cells, beta-arrestin complementation, luminescence | P35414 | inhibition, % at 20 µM | hit rate 0.32% among 330,000 | AID 2521, 2010;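 active means inhibition above about 40% at 20 µM, limit read from the data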;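 further: cells challenged with 10 nM apelin-13 agonist together with compound; plate controls were apelin-13 plus DMSO wells for no effect and DMSO wells lacking apelin-13 for full effect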
Target sequence (P35414 whole entry, looked up): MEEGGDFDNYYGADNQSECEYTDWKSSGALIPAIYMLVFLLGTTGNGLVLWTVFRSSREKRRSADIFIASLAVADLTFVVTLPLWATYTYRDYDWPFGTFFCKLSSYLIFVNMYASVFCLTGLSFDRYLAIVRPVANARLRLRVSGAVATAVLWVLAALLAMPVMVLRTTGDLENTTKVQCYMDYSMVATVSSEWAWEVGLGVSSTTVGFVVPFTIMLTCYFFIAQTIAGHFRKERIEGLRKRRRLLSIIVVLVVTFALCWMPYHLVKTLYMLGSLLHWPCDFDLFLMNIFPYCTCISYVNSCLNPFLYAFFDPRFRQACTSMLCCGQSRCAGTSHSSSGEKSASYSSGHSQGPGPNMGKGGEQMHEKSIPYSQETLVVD
Mdm2-MdmX inh: inhibitors of human Mdm2-MdmX association, primary screen, cell-based, luminescence, split luciferase, SaOS-2, uHTS; Protein Mdm4 (Homo sapiens) + E3 ubiquitin-protein ligase Mdm2 (Homo sapiens), …; SaOS-2 split-luciferase Mdm2/MdmX complementation; inhibition, % at 8 µM; hit rate 3% among 330,000; AID 485346, 2010;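 active means inhibition of at least 50% at 8 µM in the primary screen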
APJ agonist: agonists of human apelin receptor APJ, primary screen, CHO-K1 cells, PathHunter beta-arrestin, luminescence. 0% DMSO wells, 100% apelin. hit rate 0.11% among 330,000. P35414. activation, % at 20 µM;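 active means activation more than six SD over the plate average, tested at 20 µM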;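 further: 0% = DMSO alone and 100% = apelin-13 at 10 nM; some results filed as inactive read as strong as hits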
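Test system: CHO-K1 APJ beta-arrestin complementation cell line | Compound: Single test compound dose, 20 µM final, 1% DMSO | Incubation: Compound 90 min 25 °C, reagent 1 h | Measured by: beta-gal luminescence | Read-out basis: APJ–arrestin association signal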
Starred values were filed as active, the others as inactive. These rows are one share of the data (hit frequency here may not be typical).

SMILES	tim23-1 inh	XBP1 UPR activ	CXCR6 block	CHOP UPR activ	tim10-1 inh	TIM10 inh	APJ antag	Mdm2-MdmX inh	APJ agonist
Cn1c(Cc2csc(N)n2)nnc1SCC(=O)NCc1ccccc1	7	-2	1	-0.2	4	-6	17	12	0
O=C(O)c1sccc1S(=O)(=O)N1CCOCC1	3	1	-3	0.5	-8	10	1	-25	-4
C/C(N)=C(/C#N)C(=O)CSc1nc2ccc(C)cc2[nH]1	6	0	0	0.2	2	13	15	-147	-4
CCCCCCn1c(CN2CCCC(C)C2)nc2c1c(=O)n(C)c(=O)n2C (stereo unspecified)	25	0	4	-0.5	24	22	1	3	-7
CS(=O)(=O)N1CCC(C(=O)Nc2ccc(F)c(Cl)c2)CC1	4	-2	-8	-1.7	-9	-5	10	-5	-1
Cc1ccc(C(=O)NC2CCCCCC2)o1	12	-1	-3	0.1	2	4	7	1	-5
COc1cc(C)c(-c2[nH]ncc2-c2csc(C)n2)c(O)c1	-1	-1	-4	0.4	5	-8	4	12	0
Cn1c(=O)c2cc(S(=O)(=O)NC(C(=O)Nc3cccc(F)c3)c3ccccc3)ccc2n(C)c1=O (stereo unspecified)	-13	-1	-6	0.8	-4	5	14	2	0
COc1cccc(NC(=O)Cc2nnc(SCC(=O)NC3CCCC3)n2C)c1	14	2	2	-1.2	-20	-7	2	37	-2
NS(=O)(=O)c1ccc(NC(=O)c2ccc(CNS(=O)(=O)c3cc(C(F)(F)F)ccc3Cl)cc2)cc1	20	1	12	0.3	11	-22	-9	1	-1
CCOC(=O)C1CCN(S(=O)(=O)c2ccc(C)c(C)c2)CC1	22	-3	1	0.9	9	11	-17	-19	-2
Cc1cccc(OCc2nnc(SCc3cc(=O)n4cc(Br)ccc4n3)o2)c1	20	-6	-3	-2.3	7	-7	-10	26	-3
CC(=O)c1cc2c(cc1NC(=O)CCn1cnnn1)OCO2	6	-4	-7	-2.1	-14	11	25	-3	-1
COCCCN(C(=O)Cc1ccc(Cl)c(Cl)c1)c1c(N)n(Cc2ccccc2)c(=O)[nH]c1=O	0	-2	-16	1.5	-4	1	-10	15	0
O=C(O)c1ccc(/C=N/NC(=O)c2ccc3c(c2)OCCO3)cc1	20	1	-5	-0.9	-2	14	1	32	4
CCOC(=O)C(C(=O)OCC)N(C#N)c1nc(SC)nc(N(C)C)n1	26	-2	-1	-1.1	36	11	15	26	3
Cc1nc2c(C)cccc2c2c1CCN2c1ccccc1F	9	-2	-4	-0.6	17	8	-3	-5	-2
C#CCOCCOCCOCCNc1nc(N2CCN(C(=O)[C@H](CCCCN)n3cc(CN)nn3)CC2)nc(N2CCN(C(=O)[C@H](CCC(=O)O)n3cc([C@@H](N)[C@H](C)CC)nn3)CC2)n1	-1	-2	1	0.0	8	1	-2	17	-3
CC(=O)c1ccc(NC(=O)N[C@@H](CC(C)C)C(=O)O)cc1	10	-4	3	0.5	4	-7	5	-2	0
O=C(CSc1ccc(Cl)cc1)Nc1ccccc1N1CCN(C(=O)c2ccc(Cl)cc2)CC1	23	1	9	3.7	30	24	-1	2	0
N#CC1=C(O)C(c2ccccc2)n2c1nc(=O)c1ccccc12 (stereo unspecified)	-2	-1	0	2.2	13	6	1	-15	1
COc1ccccc1CN=C1NC(=O)C(CC(=O)Nc2ccc(OC)c(OC)c2)S1 (stereo unspecified)	-8	-2	-7	-1.5	13	-12	2	17	-3
CC(=O)Oc1ccccc1/C=C1\CCOC1=O	15	-4	-2	-1.1	19	15	14	1	-1
CCCC(=O)N(c1ccc2oc(C)c(C(C)=O)c2c1)S(=O)(=O)c1ccc(C)c([N+](=O)[O-])c1	-2	1	9	-2.3	14	-14	-8	29	-2
O=C(COc1ccccc1)NCc1ccc2c(c1)OCO2	27	1	-3	-1.0	23	18	8	20	0

Three compounds already listed, sorted by the value under APJ agonist, descending:
SMILES | APJ agonist
CC(=O)c1cc2c(cc1NC(=O)CCn1cnnn1)OCO2 | -1
CCOC(=O)C1CCN(S(=O)(=O)c2ccc(C)c(C)c2)CC1 | -2
CCCCCCn1c(CN2CCCC(C)C2)nc2c1c(=O)n(C)c(=O)n2C (stereo unspecified) | -7

Later entries.
SMILES	tim23-1 inh	XBP1 UPR activ	CXCR6 block	CHOP UPR activ	tim10-1 inh	TIM10 inh	APJ antag	Mdm2-MdmX inh	APJ agonist
O=C(CCc1nc2ccccc2[nH]1)N1CCc2ccccc2C1	7	-1	7	-0.8	8	13	-10	-18	-2
CCN(CC)CCCC(C)NC1=NCCCCC1 (stereo unspecified)	-10	-2	-3	-1.0	-2	1	-2	20	-2
COc1ccc(CN2CCC(n3nccc3NC(=O)c3cccc(F)c3)CC2)cc1O	12	-3	0	2.7	13	6	2	16	1
COc1ccccc1C(=O)COC(=O)C(NC(=O)Cc1ccccc1)C(C)C (stereo unspecified)	37	0	6	1.4	28	20	-11	-26	1
COc1cc(OC)c(C(=O)NCCCn2ccnc2)cc1OC	-8	-3	-8	0.0	9	13	13	16	-2
Cc1ccccc1OCC(O)Cn1c(NCc2ccco2)nc2c1c(=O)n(C)c(=O)n2C (stereo unspecified)	24	-5	-3	-3.8	22	4	-6	16	-3
CC1CC(C)CN(C(=O)CSc2nc(Cc3cccs3)nc3ccccc23)C1 (stereo unspecified)	36	-1	0	-1.4	27	10	7	16	3
CCOc1ccccc1-c1cc(C(=O)N/N=C/c2cccnc2)c2ccccc2n1	12	1	-2	1.0	16	28	12	-1	-3
Cc1ccc(C(=O)NC2CCCCC2)cc1S(=O)(=O)N1CCCC1	17	-8	0	2.4	14	10	-10	0	-3
COc1ccc(-c2nc3c(c(SCC(=O)N4CCOCC4)n2)COC(C)(C)C3)cc1	11	2	3	-1.7	15	20	10	8	-1
CC(C)(C)C(C(=O)O)N1CCS(=O)(=O)CC1 (stereo unspecified)	-7	2	7	2.1	3	7	-4	10	-3
CN1C(=O)[C@H]2[C@@H](/C=C/c3ccccc3)N3C(=O)CN(Cc4ccccc4)C(=O)[C@@]3(C)[C@H]2C1=O	14	1	-2	-0.5	-13	8	-54	-12	2
COc1ccc([N+](=O)[O-])cc1N(CC(=O)NC(C(C)C)C(C)C)S(C)(=O)=O	9	-2	-6	1.9	12	-12	8	9	-1
CC(=O)CCC(=O)NCCc1ccccc1F	3	-3	-11	5.2	3	0	-3	7	-3
CCC1(C)Cc2c(sc3[nH]c(=S)[nH]c(=S)c23)CO1 (stereo unspecified)	17	0	13	1.2	26	1	11	-1	-3
Cc1ccc(-c2nc(SCC(N)=O)c(C#N)c3c2CCCC3)cc1	7	-2	11	1.6	12	8	13	2	-2
COc1ccccc1C(=O)NN(C)C1=NS(=O)(=O)c2ccccc21	-10	-3	-1	1.4	13	-6	-1	6	0
CC(C)(C)OC(=O)C[C@@H]1C/C=C\C[C@@H](CC(=O)N[C@@H](CO)Cc2ccccc2)C(=O)NC[C@@H](c2ccccc2)OC1=O	15	0	-5	0.7	4	1	3	-8	-2
C/C(=N/O)c1ccc(Oc2cnccn2)cc1	-5	0	-3	-0.9	-4	3	4	-2	0
Cc1cccc2cc(CN(CC3CCCO3)C(=S)Nc3ccccc3)c(=O)[nH]c12 (stereo unspecified)	17	-3	4	-0.6	8	8	-8	-8	-2
COC(=O)Nc1cc(C(=O)c2ccc(Cl)cc2Cl)c[nH]1	20	-5	-4	0.2	38	15	5	8	0
CC(C)Cn1c(=O)c(C(=O)N/N=C/c2cccc(F)c2)c(O)c2ccccc21	-3	3	2	1.5	-2	-6	3	15	-2
Cc1ccc(NC(=S)NCc2ccc3c(c2)cc(C)n3C)c(C)c1	36	-5	12	-1.4	15	26	29	24	-5
Cc1ccc(/C=N/NC(=O)c2nc3nc(C)cc(C)n3n2)cc1	8	2	3	0.1	0	2	-38	-15	-1
Cc1ccc(S(=O)(=O)N2CCN(C(=O)C(C)Cn3cncn3)CC2)cc1 (stereo unspecified)	-1	2	7	0.2	-11	4	13	5	-1

(listing goes on)
SMILES	tim23-1 inh	XBP1 UPR activ	CXCR6 block	CHOP UPR activ	tim10-1 inh	TIM10 inh	APJ antag	Mdm2-MdmX inh	APJ agonist
O=C(c1cc(COc2ccc(F)cc2Cl)on1)N1CCCCC1c1cccnc1 (stereo unspecified)	43	-3	-6	3.5	39	26	-3	8	2
COc1ccc(-c2noc(-c3ccccc3C(=O)NCC3CCCO3)n2)cc1 (stereo unspecified)	21	0	-1	3.4	-7	6	-3	11	-1
O=c1c2ccccc2nnn1Cc1ccccn1	5	-2	-11	-0.8	3	-9	11	15	-4
CCc1cc2c(=O)c(-c3nc4ccccc4n3C)c(CCCC(=O)O)oc2cc1OC(=O)C(C)(C)C	-5	-2	1	-3.1	12	17	-5	1	-2
CC(NC(=O)Cn1cnnn1)c1cccc(C(F)(F)F)c1 (stereo unspecified)	4	-2	9	3.8	20	-8	9	11	-4
CCc1nc(SCC(=O)c2cccs2)c2oc3ccccc3c2n1	21	7	0	3.6	3	3	9	9	-2
CC(Oc1ccc(Cl)cc1Cl)C(=O)Nc1cccnc1 (stereo unspecified)	2	-4	2	-1.9	7	15	1	-19	-3
CC(NC(=O)/C(=C\c1ccco1)NC(=O)c1ccccc1Br)C(=O)O (stereo unspecified)	9	-2	4	-1.0	12	1	7	-6	-2
COc1cc([C@@H]2c3cc4c(cc3[C@@H](O[C@@H]3O[C@@H]5CO[C@@H](C)O[C@H]5[C@H](O)[C@H]3O)[C@H]3COC(=O)[C@H]23)OCO4)cc(OC)c1O	3	-2	-5	0.5	13	0	8	78*	-4
O=Cc1coc2ccc3ccccc3c2c1=O	76*	-4	-9	1.3	50*	28	10	29	2
OCCNCCCCOc1ccc(OCc2ccccc2)cc1	14	2	-3	5.3	-2	-4	-13	-66	-2
Cn1c(=O)c2[nH]c(COc3ccc(C(C)(C)C)cc3)nc2n(C)c1=O	36	-2	0	1.1	28	36	-19	2	-5
O=C(N/N=C/c1oc(O)c2ccccc12)c1ccccc1	1	2	4	0.0	2	-12	31	16	-3
O=C1CC(c2ccccc2)CC(O)=C1C=Nc1ccc(Cl)cc1 (stereo unspecified)	7	26	2	43*	27	26	4	-4	-3

One compound at a time, as listed above.
`CC(NC(=O)/C(=C\c1ccco1)NC(=O)c1ccccc1Br)C(=O)O` (stereo unspecified) reads tim23-1 inh = 9; XBP1 UPR activ = -2; CXCR6 block = 4; CHOP UPR activ = -1.0; tim10-1 inh = 12; TIM10 inh = 1; APJ antag = 7; Mdm2-MdmX inh = -6; APJ agonist = -2
`OCCNCCCCOc1ccc(OCc2ccccc2)cc1` reads tim23-1 inh = 14; XBP1 UPR activ = 2; CXCR6 block = -3; CHOP UPR activ = 5.3; tim10-1 inh = -2; TIM10 inh = -4; APJ antag = -13; Mdm2-MdmX inh = -66; APJ agonist = -2
